From PubChem
MOR-DOR ag: agonists of OPRM1-OPRD1 heterodimerization, primary screen, cell-based, luminescence | Mu-type opioid receptor (Homo sapiens) + Delta-type opioid receptor (Homo sapiens), … | cells | activation, % at 9.3 µM | hit rate 0.3% among 340,000; in the data active = activation above about 18%;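 note: 0% = vehicle-treated cells and 100% = reference agonist; values of inactives mirror those of a sister screen read the other way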
Keap1 Nrf2 FP: Keap1-Nrf2 protein-protein interaction inhibitors, primary screen, biochemical, fluorescence polarization, single point | AID 504523, 2011 | inhibition, % at 9.4 µM | Keap1 Kelch-Nrf2 peptide fluorescence polarization, 1536-well | hit rate 0.15% among 340,000 | Kelch-like ECH-associated protein 1 (Homo sapiens), Q14145; in the data active = inhibition above about 12%;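 note: human Keap1 Kelch domain with fluorescein labeled Nrf2 9mer peptide probe; 0% = neutral control wells and 100% = peptide positive control; higher means more block of Keap1 binding to Nrf2 peptide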
Target sequence (Q14145 whole entry, looked up, the tested form may be a part): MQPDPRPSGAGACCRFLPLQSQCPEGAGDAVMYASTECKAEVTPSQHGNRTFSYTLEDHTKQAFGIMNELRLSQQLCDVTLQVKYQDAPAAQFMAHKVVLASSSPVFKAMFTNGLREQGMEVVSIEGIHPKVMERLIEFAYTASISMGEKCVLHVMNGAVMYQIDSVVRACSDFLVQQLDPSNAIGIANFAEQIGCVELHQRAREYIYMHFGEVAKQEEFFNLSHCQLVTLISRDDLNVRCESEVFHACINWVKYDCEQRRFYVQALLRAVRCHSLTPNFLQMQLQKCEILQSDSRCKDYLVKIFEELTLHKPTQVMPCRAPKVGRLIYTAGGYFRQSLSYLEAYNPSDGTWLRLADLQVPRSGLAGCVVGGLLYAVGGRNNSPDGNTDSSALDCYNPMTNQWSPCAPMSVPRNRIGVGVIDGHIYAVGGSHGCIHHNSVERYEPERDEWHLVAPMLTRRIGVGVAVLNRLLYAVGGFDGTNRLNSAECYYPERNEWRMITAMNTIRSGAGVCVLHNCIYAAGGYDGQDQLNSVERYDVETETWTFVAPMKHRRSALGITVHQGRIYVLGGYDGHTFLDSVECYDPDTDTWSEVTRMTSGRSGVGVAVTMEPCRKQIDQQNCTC
HTR5A ag: HTR5A agonists in luminescence cell assay, primary screen, counter-screen for OPRM1-OPRD1 heterodimer agonist project, full-deck HTS; 5-hydroxytryptamine receptor 5A (Homo sapiens), P47898; cell-based; activation, % at 9.3 µM; hit rate 0.61% among 340,000; AID 504692, 2011; in the data active = activation mostly above about 9.5%, no sharp cut-off; inactive = mostly below about 7.6%;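 note: 0% = cells with vehicle only and 100% = reference agonist; strong numbers were not always called active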
Target sequence (P47898 whole entry, looked up): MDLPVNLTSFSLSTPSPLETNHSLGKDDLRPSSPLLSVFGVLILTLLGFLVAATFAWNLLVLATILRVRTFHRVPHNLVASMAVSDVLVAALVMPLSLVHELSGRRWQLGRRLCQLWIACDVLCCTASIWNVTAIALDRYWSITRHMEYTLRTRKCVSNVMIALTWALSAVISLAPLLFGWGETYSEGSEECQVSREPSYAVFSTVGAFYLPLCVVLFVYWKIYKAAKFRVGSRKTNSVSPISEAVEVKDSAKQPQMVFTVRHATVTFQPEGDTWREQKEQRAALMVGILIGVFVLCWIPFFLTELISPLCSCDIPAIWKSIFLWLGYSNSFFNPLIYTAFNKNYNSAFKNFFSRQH
C-LANA FP: inhibitors of KSHV C-LANA binding to DNA, primary screen, biochemical, fluorescence polarization, FAM-LBS DNA, MBP-C-LANA, single point. inhibition, % at 9 µM. AID 504423, 2011. hit rate 0.078% among 340,000;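 active = highest replicate inhibition at or above 60% at 9 µM, even if other replicates fall short; inactive = all replicates below 60% inhibition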;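 note: 0% = neutral control wells and 100% = 4 µM acridine orange control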
RTF Ca sens inh: cardiac RTF calcium sensitivity inhibitors, primary screen, biochemical, IANBD-TnC fluorescence, EC70 calcium | Troponin I, cardiac muscle (Homo sapiens) + Troponin T, cardiac muscle (Homo sapiens) + … | IANBD-labeled cardiac RTF, Ca2+ fluorescence | inhibition, % at 7.15 µM | hit rate 0.12% among 340,000;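 active = inhibition above the mean inhibition of all tested compounds plus 3 SD, cut at about 17% in these data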;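 note: assay run at fixed EC70 calcium of 1.6 mM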
CAL PDZ FP: untagged CAL PDZ binding inhibitors, primary screen, biochemical, fluorescence polarization, HTS | Golgi-associated PDZ and coiled-coil motif-containing protein (Homo sapiens), Q9HD26 | purified CAL PDZ, TMR-peptide fluorescence polarization, 1 h | inhibition, % at 24.9 µM | hit rate 0.92% among 300,000 | AID 602252, 2012;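 active = mean inhibition of at least 30% with at least half of replicates also reaching 30%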;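 note: 0% = DMSO neutral control and 100% = excess unlabeled competitor peptide PRC23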
HTR5A inv ctr: HTR5A inverse agonists in luminescence cell assay, primary screen, counter-screen for OPRM1-OPRD1 heterodimer inverse agonist project, full-deck HTS | HTR5A cell line, inverse agonism | inhibition, % at 9.3 µM | AID 504634, 2011 | hit rate 0.083% among 340,000 | 5-hydroxytryptamine receptor 5A (Homo sapiens), P47898; in the data active = inhibition mostly above about 23%, no sharp cut-off; inactive = mostly below about 18%;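 note: 0% = cells with DMSO and 100% = no-cell wells with DMSO; some compounds called inactive have numbers as strong as hits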
RTF Ca sens act: cardiac RTF calcium sensitivity activators, primary screen, biochemical, IANBD-TnC fluorescence, EC20 calcium; IANBD-labeled TnC RTF fluorescence at EC20 calcium; 0% EC20 calcium, 100% full calcium; activation, % at 7.2 µM; hit rate 0.24% among 340,000; AID 493008, 2010;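 active = activation above the mean over all tested compounds plus 3 SD, cut at about 30% in these data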;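 note: rise in fluorescence read as greater calcium sensitivity of cardiac thin filaments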
V-ATPase pHluor: regulators of yeast V-ATPase proton pumping, primary screen, pHLuorin cytosolic pH fluorescence; S. cerevisiae; response, % at 10 µM; hit rate 0.37% among 350,000; AID 504577, 2011; in the data active = response mostly above about 7.3%, no sharp cut-off; inactive = mostly below about 5.4%; note: actives read high; inactives centre near 0; some compounds called inactive have numbers as strong as hits; reference of the scale not given here
MOR-DOR inv ag: inverse agonists of MOR-DOR heterodimerization, primary screen, cell-based, luminescence | cell-based MOR-DOR heterodimer luminescence, inverse agonism | hit rate 0.21% among 340,000 | inhibition, % at 9.3 µM | Mu-type opioid receptor (Homo sapiens) + Delta-type opioid receptor (Homo sapiens), …; in the data active = inhibition above about 22%, passing the limit was not always enough;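 note: 0% = cells with DMSO and 100% = wells without cells with DMSO; values of inactives mirror those of a sister screen read the other way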
Starred values were filed as active, the others as inactive; . = no result given.

Every second line gives: MOR-DOR ag | MOR-DOR inv ag | RTF Ca sens act | Keap1 Nrf2 FP | V-ATPase pHluor | CAL PDZ FP | RTF Ca sens inh | HTR5A inv ctr | HTR5A ag | C-LANA FP
COc1ccccc1C1=NOC(Cn2c(=O)c3c(ncn3C)n(C)c2=O)C1 (configuration not stated)
 : -1.4 | 7 | 16 | -5 | 0 | -4 | -8 | -5 | 2 | 1.7
Cc1ccc(C(=O)COC(=O)COc2ccccc2[N+](=O)[O-])s1
 : -2.2 | 9 | -1 | -2 | -2 | -2 | 4 | 16 | 0 | 1.4
Brc1ccccc1OCCN1CCOCC1
 : -1.3 | 7 | 3 | -5 | -2 | -6 | 2 | -10 | 4 | 0.3
COc1ccc(/C=C/C(=O)OCC(=O)c2ccc3c(c2)NC(=O)CO3)c(OC)c1
 : 1.0 | -6 | -2 | -3 | 4 | -1 | 3 | 0 | 0 | -0.4
CCn1c(/N=C/c2ccccc2NS(=O)(=O)c2ccc(C)cc2)nc2ccccc21
 : 0.7 | -4 | -1 | -3 | -7 | 0 | 5 | -21 | 8 | 11
Cc1cc(C)cc(NC(=S)N2CC(C)OC(C)C2)c1 (configuration not stated)
 : -1.8 | 9 | 0 | -3 | -1 | -7 | -13 | -13 | 2 | 0.2
CCOc1ccc(C(=O)Nc2ccc(NC(=O)c3ccco3)c(Cl)c2)cc1Cl
 : 2.3 | -13 | -1 | -6 | 0 | -5 | -9 | -8 | 3 | 0.5
Cc1ccc(Cl)cc1NC(=O)NCc1ccccn1
 : -1.6 | 9 | -1 | 2 | -9 | -2 | -6 | -11 | 3 | 0.2
COc1ccc(/C=C/C(=O)OCC(=O)NC2CCS(=O)(=O)C2)cc1 (configuration not stated)
 : -3.3 | 13 | -2 | -5 | -6 | 2 | -1 | -13 | 5 | -1.6
Oc1ccc(Br)cc1/C=N/N1CCCCC1
 : 3.1 | -16 | -14 | 4 | 1 | -4 | -7 | 8 | -2 | 0.7
Cc1cc(C)nc(Sc2c(C)nn(-c3ccccc3)c2C)n1
 : -0.9 | 4 | 4 | -4 | 2 | -2 | -12 | 8 | 5 | 1.6
O=S(=O)(c1ccc2c(c1)OCCO2)N1CCC(n2nnc3cc(F)ccc32)CC1
 : -2.1 | 12 | 4 | -5 | 7 | -2 | -21 | -13 | 0 | 0.1
CC1CCN(S(=O)(=O)c2ccc3c(c2)oc(=O)n3CC(=O)N2CCc3ccccc3C2)CC1
 : 2.2 | -12 | 11 | -4 | 1 | . | -6 | -12 | 5 | 1.6
CCC1(c2ccccc2)NC(=O)N(CC(=O)N2CCN(S(=O)(=O)c3ccccc3)CC2)C1=O (configuration not stated)
 : -1.2 | 6 | 3 | -1 | -4 | -15 | -16 | 14 | 0 | -0.6
COc1ccccc1N1CCN(C(=O)c2cc3c(=O)n4ccccc4nc3s2)CC1
 : -4.0 | 15 | -6 | 3 | 0 | 23 | -2 | -3 | 1 | -2.0

Of the compounds above, these contain a thiophene ring, fused or not.
Every second line gives: MOR-DOR ag | MOR-DOR inv ag | RTF Ca sens act | Keap1 Nrf2 FP | V-ATPase pHluor | CAL PDZ FP | RTF Ca sens inh | HTR5A inv ctr | HTR5A ag | C-LANA FP
Cc1ccc(C(=O)COC(=O)COc2ccccc2[N+](=O)[O-])s1
 : -2.2 | 9 | -1 | -2 | -2 | -2 | 4 | 16 | 0 | 1.4
COc1ccccc1N1CCN(C(=O)c2cc3c(=O)n4ccccc4nc3s2)CC1
 : -4.0 | 15 | -6 | 3 | 0 | 23 | -2 | -3 | 1 | -2.0

Following part:
Every second line gives: MOR-DOR ag | MOR-DOR inv ag | RTF Ca sens act | Keap1 Nrf2 FP | V-ATPase pHluor | CAL PDZ FP | RTF Ca sens inh | HTR5A inv ctr | HTR5A ag | C-LANA FP
COCCCNC(=S)NNC(=O)c1ccoc1C
 : -3.0 | 16 | 12 | 0 | -1 | -2 | -2 | 3 | 3 | 0.1
c1ccc(CC2CCCNC2)cc1 (configuration not stated)
 : 0.9 | -4 | 8 | -5 | 6 | -1 | 3 | -4 | 1 | -0.1
Cc1ccc(C(=O)NCCn2cc(SCC(=O)Nc3nnc(C)s3)c3ccccc32)cc1
 : -0.5 | 3 | 3 | 4 | 0 | -3 | -2 | -12 | -6 | 0.9
Nn1c(SCC(=O)NC2CCCCC2)nnc1-c1ccco1
 : -1.7 | 7 | 0 | -2 | 4 | -2 | -5 | -12 | 5 | -0.9
Cc1cccc(Nc2ncnc3nc[nH]c23)c1C
 : -1.9 | 10 | 4 | -2 | 1 | . | -3 | 6 | -2 | -0.8
COc1ccccc1Nc1ccc([N+](=O)[O-])cc1N
 : 0.9 | -7 | -5 | -6 | -2 | 2 | 5 | 12 | -4 | -1.4
S=C(NCCCc1ccccc1)Nc1ccc(Br)cc1
 : 12 | -62 | -4 | -2 | -1 | 3 | -7 | -5 | 4 | 1.1
CCSC(C)CC1C/C(=N/O)c2c(CC)noc2C1 (configuration not stated)
 : 0.8 | -4 | 6 | 4 | 0 | -3 | -5 | 0 | 1 | 0.0
Cc1cc(N2CCOCC2)nc2ccc(NC(=S)N3CCN(Cc4ccccc4)CC3)cc12
 : 0.2 | -1 | -3 | 1 | 3 | -3 | -7 | 0 | 0 | 1.2
Cc1ccc(-c2nc(N/N=C/c3cccc([N+](=O)[O-])c3)c3ccccc3n2)cc1
 : -0.4 | 2 | 2 | 0 | 0 | -3 | -6 | 5 | 2 | 0.0
CCNc1cc(N2CCOCC2)nc(SC)n1
 : -2.6 | 14 | 7 | -3 | 1 | . | -11 | -19 | 6 | -0.5
O=C(N/N=C/c1ccc(Br)cc1)c1ccc(Br)o1
 : 11 | -69 | -9 | 2 | -3 | 0 | -9 | -14 | 5 | -0.6
Cc1c(C(=O)N2CCOCC2)sc(NC(=O)c2ccccc2F)c1C#N
 : -5.1 | 27 | -4 | -2 | -3 | -5 | -28 | 4 | 1 | -1.4
COc1ccc(CNCCC(c2ccc(F)cc2)c2ccc(OC)cc2)cc1 (configuration not stated)
 : 13 | -64 | -2 | 1 | 1 | -2 | -13 | -49 | 5 | 1.2
CCCN1C(=O)c2cc(C(=O)Nc3ccccc3OC)ccc2C1Nc1ccccc1OC (configuration not stated)
 : -1.4 | 7 | -4 | -6 | -1 | 3 | -12 | 0 | 1 | 0.3
COc1ccc(NC(=O)C2CCCN(S(C)(=O)=O)C2)cc1OC (configuration not stated)
 : -2.0 | 9 | -2 | 2 | -2 | -11 | 1 | -5 | 1 | -0.5
CCOC(=O)c1[nH]c(C)c(C(=O)OCC)c1C
 : -0.1 | 0 | -1 | -1 | 0 | . | -4 | -20 | 7 | -0.1
O=S(=O)(N1CCOCC1)n1nnc2ccccc21
 : -2.8 | 16 | 3 | -3 | 1 | -3 | 2 | -4 | 4 | 0.2
CC(=O)N1CCC(CCCC2CCN(C(C)=O)CC2)CC1
 : -0.2 | 1 | 1 | -1 | 8 | 1 | -15 | 6 | -2 | 3.6
COc1ccc(CNC(=O)C(=O)NCC(c2ccco2)N2CCOCC2)cc1 (configuration not stated)
 : -0.9 | 6 | -1 | 1 | 3 | 5 | 3 | -5 | 2 | 0.2
O=[N+]([O-])c1ccc(O)c(/C=N/Nc2ccccn2)c1
 : 4.4 | -22 | 3 | -4 | 14 | 4 | 0 | 10 | -4 | -1.0
COc1ccc(CCc2nnc(NS(C)(=O)=O)s2)cc1
 : -4.0 | 19 | -9 | 0 | -2 | 1 | -3 | 2 | -1 | -1.7
CCC1C(=O)Nc2ccccc2N1C(=O)COc1ccccc1 (configuration not stated)
 : -2.1 | 11 | -5 | -1 | -3 | -2 | -4 | 8 | 4 | 2.0
Cc1ccc(CN(Cc2cccnc2)C(=O)CN2C(=O)COc3ccccc32)o1
 : -1.6 | 8 | -7 | -5 | 12 | . | 0 | -15 | 2 | 1.8
CCc1ccc(-n2nnnc2SCC(=O)NNC(=O)c2ccco2)cc1
 : 0.9 | -5 | 6 | 1 | -2 | -4 | 12 | 12 | -5 | 0.2
O=S(=O)(Nc1nc2ccccc2nc1NCc1ccco1)c1cccs1
 : -0.8 | 5 | 0 | 4 | 1 | -2 | -11 | -7 | 4 | 1.2
CCc1nnc(NC(=O)CSc2nnc(-c3c[nH]c4ccccc34)n2CC)s1
 : 0.3 | -2 | -1 | -5 | -2 | . | -6 | 19 | 0 | -1.7
CCCn1c(SCC(=O)NCc2cccs2)nc2c1c(=O)n(C)c(=O)n2C
 : -0.9 | 5 | 0 | -3 | 4 | 1 | -4 | 13 | 1 | -2.0
COc1ccc(-c2cn(CCO)c(-c3ccc(Cl)nc3)n2)cc1
 : -2.4 | 13 | -3 | 0 | -1 | -2 | 4 | -5 | 6 | -3.2
O=C(c1ccc(CS(=O)(=O)c2ccc(Br)cc2)o1)N1CCCCCC1
 : -0.9 | 5 | 9 | -4 | 3 | . | -5 | -25 | 8 | 0.3
CCC(CO)Nc1nc(CN2CCCCC2)nc2scc(-c3ccccc3)c12 (configuration not stated)
 : -0.1 | 1 | -6 | 1 | 0 | 5 | 9 | -1 | 0 | -2.4
COc1ccc(CCN2CCCC(CN(C)Cc3cccc(OC)c3)C2)cc1 (configuration not stated)
 : 2.0 | -10 | -1 | -4 | 0 | . | 0 | -3 | 2 | 0.8
Cc1ccc(C(=O)Nc2ccccc2C(=O)N2CCCCC2C)cc1 (configuration not stated)
 : 0.5 | -3 | -3 | -4 | 2 | -3 | -5 | 5 | 6 | -0.6
CCOC(=O)N/N=C/c1ccc(F)cc1F
 : 0.4 | -2 | -1 | 0 | 0 | -2 | -4 | -15 | 4 | -0.2
CNC(=S)N1CCN(c2ccccc2OC)CC1
 : -1.4 | 7 | 1 | -5 | 1 | -5 | 1 | -7 | 3 | -1.2
CCCCC(=O)NC1(C(F)(F)F)C(=O)Nc2c1c(=O)[nH]c(=O)n2Cc1ccco1 (configuration not stated)
 : 0.8 | -5 | 6 | -2 | 3 | 0 | 5 | -42 | 2 | 1.1
CCCCOCCCNC(=O)CC(C)c1ccccc1 (configuration not stated)
 : -1.3 | 7 | -2 | 3 | 0 | -4 | -5 | -4 | 1 | 2.7
Cc1cccc(-n2c(C)n[nH]c2=S)c1C
 : -1.3 | 8 | -1 | 0 | -3 | -6 | 0 | 9 | 1 | -1.3
CCOC(=O)/C(C#N)=C/c1cn(CCC(=O)O)nc1-c1ccccc1
 : -1.9 | 10 | -1 | -7 | 0 | -5 | 2 | 4 | -1 | 2.3
O=C(Cn1nc(-c2ccco2)ccc1=O)Nc1cc(Cl)ccc1Cl
 : -2.6 | 14 | -4 | -1 | -6 | -6 | 0 | 17 | -5 | -2.1
